Source: PubChem BioAssay
GLP1R cytotox: cytotoxicity in counter-screen for GLP-1R inverse agonists; AID 624418; actives 0.13% (n = 410,000); HEK293 cAMP-luciferase reporter cells, luminescence, 24 h; Potency, µM (titrated, usually from 38.3 µM), without a hit: at the highest dose activity change, negative = inhibition, usual class: inhibitors;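 also: loss of luciferase light is scored as toxicity; potency is read from the fitted curve at half-maximal effect; % is scaled to controls: 0 for no effect and ±100 for the full control effect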
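A 23 nL compound transfer followed 12 hours of cell culture at 37 deg C; exposure then lasted 24 hr. Luciferase assay detection reagent was dispensed and plates read for luminescence after a 12 min room-temperature wait.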
Mm-Cpn inhibitor: blocks the Methanococcus maripaludis chaperonin Mm-Cpn; purified Mm-Cpn ATPase, ADP Transcreener TR-FRET; Potency, µM (series often up to 76.9 µM), for inactives: at the top dose activity, negative = inhibition, most hits filed as inhibitors; actives 0.031% (n = 330,000); AID 504842; also: potency is read from the fitted curve at half-maximal effect; % is scaled to controls: 0 for no effect and ±100 for the full control effect; nearly all actives have a fitted effect of over 80% in size
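Reaction buffer contained 30 mM Tris pH 7.4, 100 mM KCl, 5 mM MgCl2 and 1 mM DTT. Mm-CPN (25 nM final) hydrolysed 10 uM ATP over 30 min at 37°C; ADP was read by HTRF.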
PTHR1 agonist: agonists of human PTHR1 parathyroid hormone receptor | Q03431 | HEK293 GP2 PTHR1 cells, GloSensor cAMP luminescence, 1 h | Potency, µM (highest dose often 115 µM), for inactives: top-dose activation, most hits filed as activators | actives 0.075% (n = 410,000); also: potency is read from the fitted curve at half-maximal effect; nearly all actives have a fitted effect of over 55% in size; some results filed as inactive show a strong effect at the top dose; inactives centre near -15; many of its hits are not listed in these tables
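HEK-293-derived GP2 cells expressing PTHR1 and a GloSensor cAMP reporter, 3,000/well, plated overnight, given luciferin plus IBMX (each 0.5 mM as added) for 1 h at 37 °C, then compound for 1 h at 37 °C. Luminescence was read after 15 min at room temperature.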
aSyn yeast inh: inhibitors of alpha-synuclein toxicity in yeast. Yeast expressing alpha-synuclein, growth rescue, BacTiter-Glo, 24 h. Potency, µM (titrated, usually from 46.1 µM), for the others: top-dose growth rescue (activation), actives largely listed as activators. actives 0.14% (n = 370,000). AID 652106; also: potency is read from the fitted curve at half-maximal effect; % of control where 0% means no effect; nearly all actives have a fitted effect of over 65% in size
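Rescue of yeast growth: cells expressing toxic alpha-synuclein, induced in galactose at OD600 0.02, incubated with compound 24 h at 30 C. ATP luminescence quantified growth; inhibitors of toxicity appear as activators.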
GLP-1R inv ag: GLP-1 receptor (human) inverse agonism | Potency, µM (top dose mostly 38.3 µM), for inactives: at the top dose activity change, negative = inhibition, actives largely listed as inhibitors | AID 624417 | actives 1.6% (n = 410,000) | P43220 | HEK293 GLP-1R CRE-luciferase, luminescence, 24 h; GLP-1R form is constitutively active; also: potency is read from the fitted curve at half-maximal effect; % is scaled to controls: 0 for no effect and ±100 for the full control effect; nearly all actives have a fitted effect of over 55% in size
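Stable HEK293 clone (constitutively active GLP-1R + cAMP-response luciferase); 200 cells/uL plated, 12 h pre-culture, compound 24 hr, 37 deg C/5% CO2; detection reagent 12 min RT; luminescence.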
Abeta yeast res: compounds reversing amyloid beta toxicity in yeast. Potency, µM (doses to about 46.1 µM), inactives show top-dose growth rescue, most hits filed as activators. actives 0.063% (n = 410,000). yeast expressing A-beta42, growth rescue, OD600, 48 h; response scale: 0% DMSO, 100% iron-clioquinol control; also: potency is read from the fitted curve at half-maximal effect; nearly all actives have a fitted effect of over 55% in size
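Yeast growth medium received pinned compounds, then yeast cells expressing toxic A-beta were added; plates incubated at 30 C for 48 hr. Growth read as absorbance at 600 nm, normalized to DMSO and equimolar FeCl3 plus clioquinol controls.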
TDP-43 yeast inh: TDP-43 toxicity inhibition in yeast; actives 1.8% (n = 410,000); Potency, µM (highest dose often 46.1 µM), for inactives: top-dose growth rescue (activation), usual class: activators; TDP-43 expressing yeast growth rescue, BacTiter-Glo, 24 h; also: potency is read from the fitted curve at half-maximal effect; % of control where 0% means no effect; nearly all actives have a fitted effect of over 50% in size
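Readout is BacTiter-Glo luminescence of cell growth, so inhibitors register as activators. TDP-43-expressing yeast at OD600=0.02 in galactose medium, after raffinose pregrowth to mid-log, were incubated with compound for 24 hr at 30 deg C.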
FUS suppressor: FUS proteinopathy suppression in yeast | S. cerevisiae FUS-expressing, growth rescue, OD600, 24 h | Potency, µM (series often up to 76.6 µM), inactives show at the highest dose growth rescue (activation), usual class: activators | actives 0.24% (n = 390,000) | AID 1347120;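 also: potency is read from the fitted curve at half-maximal effect; plate controls were DMSO vehicle for no effect and reference control for full effect; nearly all actives have a fitted effect of over 55% in size; some results filed as inactive show a strong effect at the top dose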
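S. cerevisiae expressing FUS from galactose induction served as the toxicity model. Growth after 24hr at 30C, read as absorbance at 600 nm, indicates suppression of toxicity; compounds dosed at several concentrations.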
pAkt inh: blocks phosphorylation of Akt | Neuro2A IGF-stimulated pAkt S473 HTRF, 20 min; active compounds read low | activity change, % for hits at 50 µM | actives 0.32% (n = 360,000) | AID 651550; in the data active = activity change below about -80%; inconclusive = mostly about -51% to -80%; also: % is scaled to controls: 0 for no effect and ±100 for the full control effect
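Neuro2A cells (4,500/well, DMEM with 0.5% FBS) were treated with compound at a single 50 µM final concentration, stimulated with 6 nM IGF for 20 min at 37 °C, and lysed. Phospho-Akt Ser473 was read by HTRF as 665/615 ratio ×10^4.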
* = called active by the depositor; i = inactive; ? = inconclusive; . = no result given; & = joins results of further samples; [ ] = another dose, or the depositor's remark. Unless noted, calls follow the shape of the dose curve; as a rule, active = well fitted curve in the direction sought with a large enough effect; inconclusive = small, poorly fitted or top-dose-only effect, or another doubt; inactive = no such curve, though single readings can be large; an effect the other way counts as inactive or inconclusive.

SMILES	GLP1R cytotox	Mm-Cpn inhibitor	PTHR1 agonist	aSyn yeast inh	GLP-1R inv ag	Abeta yeast res	TDP-43 yeast inh	FUS suppressor	pAkt inh
OCCC1CN(Cc2ccc3nsnc3c2)CCN1C1CCCC1 (configuration not stated)	7%	0%	-20%	0%	-7%	-4%	6%	-22%	i
Cc1cccc(NC(=O)c2ccc(-c3nc(CSc4ccccc4)c(C)o3)cc2)c1C	1%	.	-13%	.	-4%	-6%	12%	-3%	.
NC(=O)c1nsc(C(=O)N(CC(=O)NC2CCCCC2)Cc2ccc(F)cc2)c1N	1%	3%	i	3%	-13%	8%	-8%	-2%	i
Oc1ccc(-c2[nH]ncc2-c2ccc(Br)cc2)c(O)c1	-2%	-6%	-11%	1%	?	-20%	26%	-8%	i
CC1(C)CC(=O)C2=C(C1)OC(N)=C(C#N)C2c1cn(-c2ccccc2)nc1-c1ccc(F)cc1 (configuration not stated)	-20%	-1%	-34%[inhibitor]	-6%	?	7%	8%	27%	i
CCc1ccc(NC(=O)[C@H](Cc2ccccc2)N2Cc3ccccc3C2=O)cc1	-1%	.	-36%[inhibitor]	.	-20%	5%	17%	-34%	.
CC(Sc1nc(N)c2c3c(sc2n1)CSC(C)(C)C3)C(=O)Nc1ccccc1 (configuration not stated)	-39%	-6%	-15%	3%	?	16%	-22%	.	i
CCCN1CCC(NC(=O)C2CC=CCC2C(=O)O)CC1 (configuration not stated)	3%	1%	i	-3%	31%	3%	7%	-12%	i
O=C(CSc1nnc(Cn2nnc3ccccc32)o1)Nc1ccc(Cl)cc1	8%	-2%	6%[57.5 µM]	-10%	4%	6%	-2%	6%	i
O=C(CCCn1ncn2c(cc3occc32)c1=O)N1CCc2ccccc2C1	-2%	0%	-12%[57.5 µM]	0%	-16%	-24%	20%	13%	i
CCOC(=O)c1ccc(-n2c(C)ccc2C)cc1	-26%	2%	i	-5%	17%	0%	-2%	.	i
COc1cccc(C(O)c2nc(-c3ccc(Cl)cc3)cs2)c1 (configuration not stated)	-3%	.	-23%	10%	?	?	13µM*	17%	i
COc1cccc2c1OCC/C2=N\NC(=O)COc1ccc(C)cc1	2%	2%	i	0%	27%	-9%	8%	2%	i
Nc1nccc(NCCSCc2ccccc2)n1	-9%	.	i	10%	?	4%	-8%	-1%	i
CC1(C(=O)NCCCN2CCCC2=O)CCN1CCc1ccccc1 (configuration not stated)	2%	.	i	-2%	18%	-6%	0%	-1%	i
NS(=O)(=O)c1ccc(NC(=O)CCCCCN2C(=O)c3ccccc3C2=O)cc1	1%	3%	-15%	10%	5%	-9%	10%	2%	i
O=C(COc1ccccc1)NCc1ccc(-n2cccc2)cc1	5%	1%	-20%	-6%	4%	-2%	16%	-28%	i
CCc1ccccc1N1CC(C(=O)O)CC1=O (configuration not stated)	-4%	0%	i	9%	3%	4%	2%	-21%	i
O=C(NCc1ccccc1Cl)C(=O)c1cn(CC(=O)N2CCOCC2)c2ccccc12	-10%	-5%	-30%	0%	-23%	0%	-21%	1%	i
COc1ccc(NC(=O)c2ccc(COc3ccccc3Br)o2)c(OC)c1	-7%	.	-23%	0%	?	17%	4%	-9%	i
Cc1nn(C)c2nc(-c3cccs3)cc(C(F)(F)F)c12	16%	1%	16%	-8%	-36%	-12%	1%	2%	i
COc1cccc(C(=O)Nc2cc3c(cc2N2CCOCC2)n(C)c(=O)n3C)c1	-6%	0%	i	4%	6%	0%	6%	19%	i
Oc1c(C(c2ccccc2)N2CCN(c3cccc(Cl)c3)CC2)sc2nc(-c3ccco3)nn12 (configuration not stated)	-1%	.	-9%	.	?	4%	12%	10%	.
CCOC(=O)[C@@H]1[C@H]2COc3cc(OC)ccc3[C@@H]2N2C(=O)N(c3ccc(Br)cc3)C(=O)[C@]12C	8%	.	-14%	0%	?	-2%	-18%	?	i
CCCn1c(N)c(N(CCOC)C(=O)c2ccc(S(=O)(=O)N3CCOCC3)cc2)c(=O)[nH]c1=O	-7%	.	i	0%	22%	5%	14%	.	i
O=C(CSc1nnc(CNC(=O)c2ccco2)o1)Nc1cccc(C(F)(F)F)c1	1%	?	i	1%	5%	7%	-15%	-5%	i
CC(=O)c1c(C)[nH]c(C(=O)COC(=O)c2cccc(S(=O)(=O)N(C)c3ccccc3)c2)c1C	-14%	-16%	-31%[inhibitor]	4%	2%	15%	0%	.	i
CCOC(=O)c1oc2c(CN3CCN(C)CC3)c(O)ccc2c(=O)c1-c1ccc(Br)cc1	-25%	-3%	-11%	7%	-16%	-18%	-12%	25%	i
Cc1cc(Cl)ccc1OCCCC(=O)N1CCCCC1	-3%	-1%	-1%	18%	?	7%	?	16%	i
CCOC(=O)c1c(NC(=O)CSc2cn(CCNC(=O)c3cccc(C(F)(F)F)c3)c3ccccc23)sc2c1CCC2	3%	.	-15%	.	21%	-8%	17%	20%	.
CC(OC(=O)c1ncc(Cl)c(Cl)c1Cl)C(=O)NC1CCCCC1C (configuration not stated)	-5%	-1%	-22%	-2%	1%	0%	?	9%	i
COC(=O)c1ccccc1NC(=O)Cn1cnc2cc(C)c(C)cc21	5%	0%	-16%[57.5 µM]	20%	4%	?	-20%	11%	i
Cc1nn(CCC(=O)Nc2ccccc2Br)c(=O)c2nn(-c3ccccc3)c(C)c12	25%	.	-3%	.	-4%	-7%	7%	-11%	.
Cc1ccc2nc(-c3ccccc3)c(CN3CCSCC3)n2c1	-18%	1%	-1%	-2%	?	-19%	-13%	3%	i
Cc1ccc(S(=O)(=O)N(CC(=O)Nc2cccnc2)c2cccc(Br)c2)cc1	0%	2%	i	12%	4.5µM*	-2%	12%	39%	i
COc1ccc(Cl)cc1NC(=O)NCC1CCN(Cc2ccccc2F)CC1	-18%&-11%	0%	-24%&-17%	?	?	-1%&-3%	22%&12%	-15%&-4%	i
CCOCCCn1c(SCC(=O)Nc2ccc(C(N)=O)cc2)nc2ccccc2c1=O	-14%	0%	-3%	2%	1%	14%	10%	16%	i
CCc1c(CN2CCN(c3ccc(F)cc3)CC2)csc1C	-18%	.	-18%	.	?	-6%	28%	-14%	.
CCc1ccc(/C=C2/SC(=S)N(CCC(=O)Nc3cccnc3)C2=O)cc1	-3%	-2%	-5%	1%	-12%	8%	17%	-1%	i
COc1cccc(CN2CC(C(=O)N3CCCO3)CCC2=O)c1 (configuration not stated)	-15%	3%	-27%	1%	-7%	7%	10%	-4%	i
COc1ccc(CCn2c(=N)c(S(=O)(=O)c3ccccc3)cc3c(=O)n4ccccc4nc32)cc1	5%	0%	i	0%	16%	.	16%	-11%	i
COc1cccc(C(=O)C2CCCN(Cc3cccc(-n4cccn4)c3)C2)c1 (configuration not stated)	0%	1%	-4%	4%	?	2%	-5%	3%	i
O=C(CCn1c(=O)c2cccn2c2cccnc21)Nc1ccccc1C(F)(F)F	4%	.	i	.	4%	-6%	0%	-17%	.
COc1ccc(C2(CCN)CC(C)N(C)CC2C)cc1 (configuration not stated)	9%	-4%	0%	0%	?	14%	11%	-11%	i
CCCCC(=O)N(c1ccc(C(=O)O)cc1)c1nc(-c2ccc(Cl)cc2)c(CC)s1	2%	-15%	-38%[inhibitor]	-6%	48%[activator]	3%	-3%	-14%	i
COc1ccccc1NC(=O)Cn1c(=O)n2nc(C)nc2c2ccccc21	5%	1%	5%	0%	12%	-7%	-3%	-6%	i
Cc1c(Cl)cccc1NC(=S)N1CCN(Cc2ccc3c(c2)OCO3)CC1	-1%	1%	-11%	9%	-24%	4%	14%	?	i
CC1(C)Oc2ccc3ccc(=O)oc3c2[C@H](O)[C@H]1O	12%	-4%	19%	3%	20%	-10%	-7%	-32%	i
S=C1SCCN1Cc1ccccc1	-1%	.	i	3%	12%	2%	0%	.	i
COc1cccc(C(=O)N(CN2CCCC2=O)c2cccc(Cl)c2)c1OC	-9%	1%	i	.	2%	5%	-10%	-3%	.
COc1ccc(S(=O)(=O)Nc2cccc(-c3ccc(N4CCCCCC4)nn3)c2)c(OC)c1	0%&-2%	-15%	-28%	-2%	?	16%&-13%	5%&-13%	?	i
Cc1ccc(C)c(NC(=O)CN(C)C(=O)c2cc(-c3cccs3)nn2-c2ccccc2)c1	2%	-6%	-15%	2%	?	8%	5%	12%	i
C=CCc1cc(Cl)ccc1OCCCNC(C)CC (configuration not stated)	3%	2%	21%	-11%	?	12%	6%	.	i
NS(=O)(=O)c1ccc(NC(=O)CN2CCCC2)cc1	4%	-2%	i	-4%	2%	12%	-16%	1%	i
CCOC(=O)c1ccc(N2C(=O)c3n[nH]c(C)c3C2c2ccc(O)c(OC)c2)cc1 (configuration not stated)	1%	.	-5%	.	14%	-4%	16%	23%	.

3 structures already listed, sorted by heavy-atom count, falling.
SMILES	GLP1R cytotox	Mm-Cpn inhibitor	PTHR1 agonist	aSyn yeast inh	GLP-1R inv ag	Abeta yeast res	TDP-43 yeast inh	FUS suppressor	pAkt inh
CCOC(=O)c1ccc(N2C(=O)c3n[nH]c(C)c3C2c2ccc(O)c(OC)c2)cc1 (configuration not stated)	1%	.	-5%	.	14%	-4%	16%	23%	.
COc1ccccc1NC(=O)Cn1c(=O)n2nc(C)nc2c2ccccc21	5%	1%	5%	0%	12%	-7%	-3%	-6%	i
C=CCc1cc(Cl)ccc1OCCCNC(C)CC (configuration not stated)	3%	2%	21%	-11%	?	12%	6%	.	i

Not all compounds are listed. The share of hits here may be higher or lower than overall.
